KDM5B inhibitor: Primary screen for KDM5B Histone Demethylases FDH-coupled qHTS; KDM5B demethylase, FDH-coupled NADH fluorescence (FDH is formaldehyde dehydrogenase); hit rate 2.6% among 220,000; Potency, µM (series often up to 57.7 µM), inactives show at the top dose activity change, negative = inhibition, most hits filed as inhibitors; AID 1347165, 2019; active = well fitted inhibition curve with a large enough effect; inconclusive = small, poorly fitted or top-dose-only effect; inactive = no such curve, though single readings can be large or run the other way; also: 0% is about no effect; nearly all actives have a fitted effect of over 70% in size
Target sequence (Q9UGL1 whole entry, looked up): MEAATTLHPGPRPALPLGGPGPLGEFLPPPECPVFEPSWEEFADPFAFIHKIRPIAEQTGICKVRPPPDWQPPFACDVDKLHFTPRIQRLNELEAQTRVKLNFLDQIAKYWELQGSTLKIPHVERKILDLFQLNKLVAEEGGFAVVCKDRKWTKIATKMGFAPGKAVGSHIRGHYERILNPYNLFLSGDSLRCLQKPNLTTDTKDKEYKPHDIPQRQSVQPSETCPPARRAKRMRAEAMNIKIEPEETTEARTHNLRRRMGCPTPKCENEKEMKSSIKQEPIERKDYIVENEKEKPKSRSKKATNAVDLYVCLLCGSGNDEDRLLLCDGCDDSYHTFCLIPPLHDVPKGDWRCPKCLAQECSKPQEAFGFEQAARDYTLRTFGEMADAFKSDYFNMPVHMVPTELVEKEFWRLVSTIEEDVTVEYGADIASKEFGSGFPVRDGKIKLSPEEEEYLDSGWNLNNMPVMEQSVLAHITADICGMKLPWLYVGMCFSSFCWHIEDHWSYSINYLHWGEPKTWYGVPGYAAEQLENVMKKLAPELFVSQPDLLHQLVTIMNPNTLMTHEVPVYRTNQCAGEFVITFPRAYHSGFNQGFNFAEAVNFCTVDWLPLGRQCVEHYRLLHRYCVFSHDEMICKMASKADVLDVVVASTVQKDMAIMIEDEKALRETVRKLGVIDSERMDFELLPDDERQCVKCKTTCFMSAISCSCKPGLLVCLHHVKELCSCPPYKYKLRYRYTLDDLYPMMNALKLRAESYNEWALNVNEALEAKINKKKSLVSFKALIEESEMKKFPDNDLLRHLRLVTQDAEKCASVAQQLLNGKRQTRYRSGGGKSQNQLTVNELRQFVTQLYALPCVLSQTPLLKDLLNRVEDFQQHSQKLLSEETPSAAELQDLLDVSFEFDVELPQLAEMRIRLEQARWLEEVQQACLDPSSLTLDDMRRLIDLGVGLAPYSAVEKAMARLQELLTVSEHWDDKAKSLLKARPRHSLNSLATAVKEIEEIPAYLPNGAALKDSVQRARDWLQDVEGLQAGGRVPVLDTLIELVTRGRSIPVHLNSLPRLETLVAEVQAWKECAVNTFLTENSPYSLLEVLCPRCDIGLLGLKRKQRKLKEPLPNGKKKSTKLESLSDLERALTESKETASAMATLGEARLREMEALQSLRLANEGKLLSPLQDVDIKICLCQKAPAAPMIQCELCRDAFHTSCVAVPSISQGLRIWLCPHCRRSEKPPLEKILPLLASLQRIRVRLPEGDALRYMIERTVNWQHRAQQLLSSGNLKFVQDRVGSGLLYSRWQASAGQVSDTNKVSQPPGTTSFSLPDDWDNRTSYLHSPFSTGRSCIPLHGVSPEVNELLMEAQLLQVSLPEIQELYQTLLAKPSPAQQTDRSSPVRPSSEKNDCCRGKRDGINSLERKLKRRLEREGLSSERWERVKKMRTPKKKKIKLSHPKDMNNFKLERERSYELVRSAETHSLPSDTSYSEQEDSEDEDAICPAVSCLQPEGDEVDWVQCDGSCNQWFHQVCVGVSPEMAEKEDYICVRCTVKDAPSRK
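Inhibition is measured as reduced NADH fluorescence generation from FDH coupling to formaldehyde release. Truncated KDM5BΔAP at 200 nM final acts on H3K4me3 peptide (12.5 µM in substrate mix) in pH 7.5 HEPES buffer with Tween-20, 30 min, room temperature.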
* marks the source's active call; other numbers are inactive results; i = inactive; ? = inconclusive; & = joins results of further samples; [ ] = remark or other dose. Potency is read from the fitted curve at half-maximal effect. Not all compounds are listed; the hit share may differ from the screen's.

The first 2 compounds, to show the layout:
SMILES	KDM5B inhibitor
COc1ccc(Nc2cc(C)c3cc(C)ccc3n2)cc1	?
CS(=O)(=O)c1cccc(-c2nnc(NC(=O)c3ccc4c(c3)OCCO4)o2)c1	9%

Results, previewed entries included:
SMILES	KDM5B inhibitor
COc1ccc(Nc2cc(C)c3cc(C)ccc3n2)cc1	?
CS(=O)(=O)c1cccc(-c2nnc(NC(=O)c3ccc4c(c3)OCCO4)o2)c1	9%
Cc1noc(C)c1-c1cc(-c2cccnc2)cn2cncc12	35µM*
Cc1cc(C(F)(F)F)nc(SCC(=O)O)n1	1%
O=C(Cc1ccccc1)NNC(=O)c1ccccc1C(=O)O	44%[activator]
Cc1cnc(C2CCOCC2)n1C1CCCNC1 (stereo not drawn)	27%
COc1ccccc1CC(C(=O)Nc1ccccc1C)c1nn[nH]n1 (stereo not drawn)	13%
COc1ccc(CNC(=O)C2CC(=O)N(c3n[nH]c4cccc(F)c34)C2)cc1OC (stereo not drawn)	?
CCCc1ncncc1C(=O)N1C[C@@H](C)[C@](O)(C2CC2)C1	-9%
O=C(Nc1cccc(-c2nnc3n2CCCC3)c1)c1ccccc1	-16%
CCN1C(=O)CCN(Cc2cccc(OC(F)(F)F)c2)CC12CCOCC2	4%
CS(=O)(=O)c1ccc(CNC[C@H]2Cn3ccnc3CO2)cc1	3%[86.2 µM]
O[C@H]1[C@H](NCc2ccccn2)[C@H]2CO[C@H](O2)[C@@H]1N1CCC(Cc2ccccc2)CC1	-31%[86.2 µM]
CN(Cc1cccc2cnccc12)C(=O)c1cn(Cc2ccccc2F)nn1	0%
NC(=O)CN1CCCC(C(=O)O)C1 (stereo not drawn)	-7%
COc1ccc(OC)c(NS(=O)(=O)c2cc(C(=O)N3CCCCC3)cs2)c1	14%
Cc1cccc(C2CCCN2S(=O)(=O)c2ccc(C(C)(C)C)cc2)c1 (stereo not drawn)	-22%
Cn1nc(C(=O)N2CCCC2c2ccc3c(c2)OCCCO3)c2ccccc2c1=O (stereo not drawn)	-16%
Cc1cc(-c2ccc(S(=O)(=O)N3CCc4ccccc4C3)s2)on1	35%
CC1(C)C[C@@H]2C[C@@](C)(CN2C(=O)c2cc(COc3cccc(C(F)(F)F)c3)on2)C1	2%
O=C(NC1CCN(c2ccc(F)cc2)C1=O)c1ccccc1C(F)(F)F (stereo not drawn)	-6%
C=C(C(=O)c1ccccc1)C(C(=C)C(=O)c1ccccc1)c1ccc(OC)cc1	-5%
O=C(C1CC(=O)N(C2CC2)C1)N1CCC(Oc2ccccc2Cl)CC1 (stereo not drawn)	-10%
Cc1ccccc1CN1CCN(C(=O)CN2CCCC2=O)CC(O)C1 (stereo not drawn)	-2%
O=C(CCCc1ccccc1)N1C[C@@H](CN2CCOCC2)[C@@H](CO)C1	18%

Reprinted from above (five entries):
SMILES	KDM5B inhibitor
O=C(NC1CCN(c2ccc(F)cc2)C1=O)c1ccccc1C(F)(F)F (stereo not drawn)	-6%
C=C(C(=O)c1ccccc1)C(C(=C)C(=O)c1ccccc1)c1ccc(OC)cc1	-5%
O=C(C1CC(=O)N(C2CC2)C1)N1CCC(Oc2ccccc2Cl)CC1 (stereo not drawn)	-10%
Cc1ccccc1CN1CCN(C(=O)CN2CCCC2=O)CC(O)C1 (stereo not drawn)	-2%
O=C(CCCc1ccccc1)N1C[C@@H](CN2CCOCC2)[C@@H](CO)C1	18%

Continued:
SMILES	KDM5B inhibitor
CCOC(=O)c1sc(NC(=O)COc2c(C)cc(C)cc2C)nc1C	11%
Cc1nc2c(=O)n(-c3ccc(F)cc3F)nc(C)c2s1	15%
Cc1ccc(CNc2nc3nc(C)c(CCC(=O)Nc4cccc5ccccc45)c(=O)n3[nH]2)cc1	16%
N#Cc1ccccc1Sc1ccccc1C(=O)Nc1ccc2c(c1)CCC2	-20%
CCOc1ccc(OCC)c(Nc2nc3ccc(C(=O)c4ccccc4)cc3n3cnnc23)c1	-13%
Cc1cccn2c(=O)c3cc(C(=O)NC4CCCC4)c(=N)n(C4CCCCC4)c3nc12	i
COc1cc(OC)c(S(=O)(=O)Nc2ccccc2N2CCCCC2)cc1NC(C)=O	16%
Cc1ccc(S(=O)(=O)c2nc(S(=O)(=O)c3ccc(C)cc3)c(NCCCOC(C)C)s2)cc1	-6%
N[C@H]1CCN2C(=O)c3cc(-c4ccc5c(c4)OCO5)ccc3NC(=O)[C@H]12	?
Cc1ccc(-n2c(=O)c3ccc(C(=O)NCc4ccco4)cc3n(Cc3ccccc3Cl)c2=O)cc1	-9%
C=CCN(Cc1ccc(C#N)cc1)S(=O)(=O)c1cccs1	6%
N#CC(C(=O)CCC1CCCC1)C(=O)NCc1ccccc1 (stereo not drawn)	22%
CCCC(=O)NC1CCN(c2ccc(C)cc2)C1=O (stereo not drawn)	1%
Cc1ccc(CCNC(=O)c2cc3c(N4CCCC4)nc(C)cn3n2)cc1	i
COc1ccc(CN(C(=O)Cc2coc3ccc(C)cc23)C2CCS(=O)(=O)C2)cc1 (stereo not drawn)	5%&13%
Cc1ccc(-c2nnc(SCC(=O)NC(C)(C)C)nc2-c2ccc(C)cc2)cc1	?
CCN(c1cc(C)cc(C)c1)S(=O)(=O)c1nnc(NC(=O)c2ccccc2C)s1	22%
CCc1cc(C(=O)O)c2c(c1)C(C)CC(C)(C)N2 (stereo not drawn)	21%
CCc1ccc(C(=O)N(CC#N)C2CC2)cc1	15%
CCCn1c(C)cnc1CCNC(=O)CC1CCN(C(C)=O)CC1	1%
O=C(CSc1ccc(-c2ccc(Cl)cc2)nn1)NC1CCCC1	31%
CCCc1nc(NCCO)c(C#N)c2c1CCCC2	?
CC(=O)N1CCCCCC1c1nc(-c2ccncc2)no1 (stereo not drawn)	-2%
CCOc1ccc(S(=O)(=O)Nc2ccc3oc(C)c(C(=O)OC(C)C)c3c2)cc1	-19%
Cc1cc(C(=O)Nc2ccc3nc(C)sc3c2)c2ccccc2n1	11%
Continued:
SMILES	KDM5B inhibitor
Cc1cc(C)c2oc(-c3cccc(NC(=O)c4cc5ccccc5o4)c3)nc2c1	-4%[11.5 µM]
CCn1c(CO)nnc1C1CC(NC(=O)c2nn(C)c(C)c2Cl)C1 (stereo not drawn)	16%
Cc1ccc(NC(=O)c2cc3c(=O)[nH]c4ccccc4c3n2C)cc1F	-19%
CCc1ccc(CNC(=O)c2ccc3c(c2)nc2n3CCCCC2)cc1	15%&-15%
CNC(=O)[C@@H]1CN(C(=O)C2(c3ccc(OC)cc3)CC2)C[C@H]1CO	8%
CCCn1nc(C(=O)N2CCC(C(=O)OCC)CC2)c2ccccc2c1=O	13%
CCOC(=O)c1cccc(NC(=O)C2=C(C)C(=O)OC23CCCCC3)c1	-16%
CCN(CC(=O)NCc1ccc(Cl)cc1)C(=O)Cn1nc(C(=O)O)c2ccccc2c1=O	14%
O=C(NCc1ccccc1)c1ccc2c(c1)CCN2S(=O)(=O)c1ccccc1	-20%
COc1cc(Cl)c(NC(=O)CCOc2cc(C)ccc2C)cc1OC	-2%
CN(Cc1ccccn1)C(=O)CC(c1cccc(O)c1)c1ccccc1Cl (stereo not drawn)	17%
Cc1ccc(S(=O)(=O)c2nc(-c3ccco3)oc2SC(C)C)cc1	?
CC(=O)N1CCC2(CC1)CN(C(=O)CCCNC(N)=O)Cc1ccccc1O2	-16%[115 µM]
O=C(c1cc2n(n1)CC(c1ccc(Cl)cc1)OC2)N1CCN(c2ccc(F)cc2)CC1 (stereo not drawn)	0%
CS(=O)(=O)c1ccccc1NC(=O)CNc1cc(Cl)ccc1N1CCCC1	-3%
Cc1nc(N)ncc1C(=O)N(C)Cc1cn[nH]c1-c1ccccc1	15%
Cn1cc(CNC(=O)C[C@@H]2C[C@H]3O[C@H](CNCc4cnccc4C(F)(F)F)[C@@H](O)[C@H]3O2)cn1	15%
Cc1ccc2[nH]cc(CCNC(=O)c3ccc(F)cc3F)c2c1	15%
CC(C)(C)C(=O)NCCCC(=O)NCc1cccnc1	-11%
CCC(C(=O)Nc1cc(C)ccc1OC)n1nnc(C(=O)OC)c1C(=O)OC (stereo not drawn)	10%
CCCc1cnc(N2CCN(S(=O)(=O)c3cccs3)CC2)nc1	-28%
COc1ncccc1-c1cnc2[nH]cc(CC(=O)Nc3cccnc3)c2c1	?
COc1ccccc1CN1CCC2(CC1)OC(=O)N(Cc1ccc(NC(C)=O)cc1)C2(C)c1ccccc1 (stereo not drawn)	-4%
Cc1noc([C@@H]2CN(C(=O)c3c[nH]c4ccccc34)C[C@H]2CO)n1	6%
COCCOC(=O)c1c(C)n(C)c2ccc(O)cc12	-9%
More entries follow:
SMILES	KDM5B inhibitor
COc1ccc(CNC(=O)c2ccc(-c3nc(CSc4ccc(C)cc4)c(C)o3)cc2)cc1OC	0%
O=S(=O)(Cc1ccccc1)c1ccc2ccccc2c1	15%
CCC1Oc2ccc(NC(=O)c3ccccc3F)cc2CN(CCc2ccc(OC)c(OC)c2)C1=O (stereo not drawn)	-17%
CC1=C(c2ccc(C(C)C)cc2)S(=O)(=O)NC1=NC(C)C12CC3CC(CC(C3)C1)C2 (stereo not drawn)	-8%
CC(=O)[C@@H]1[C@@H](C(=O)c2ccc(F)cc2)[C@]2(C(=O)Nc3ccccc32)[C@H]2C=Cc3cc(F)ccc3N12	?
CCc1ccccc1NC(=O)Cn1c(C)cc2nc3n(c(=O)c21)CCCCC3	18%
CC(C)NCCN1CCCC1	-5%[345 µM]
O=C(NC1CCCC1)c1ccc(CSc2nc3ccncc3n2Cc2cccc(F)c2)cc1	-6%
O=C(O)CSCC(=O)N1CCN(C(=O)c2cnccn2)[C@H](C(=O)N[C@H]2CCCNC2=O)C1	-14%
CCc1ccc(CCC(=O)NCc2cccnc2)cc1	12%
COc1ccc2nc(C[C@@H]3C[C@@H](C(C)C)[C@H](CNC(=O)CCC(=O)O)C=C3C)[nH]c2c1	?
CC(C)CCN(C(=O)CNC(=O)c1ccco1)C(C(=O)NC1CCCCC1)c1cccnc1 (stereo not drawn)	0%
Cn1cnnc1CC1CCN(C(=O)c2cc(-c3ccccc3)no2)CC1	9%
COc1ccc(CNCc2c(C(=O)O)c(C)n(Cc3ccccc3C)c2C)c(OC)c1	-16%
O=C1Cc2cc(-c3csc(NC4CCCCC4)n3)cc3c2N1CCC3	-5%
COCCn1cnc2ccc(OCC3CC3)nc2c1=O	-8%[115 µM]
O=C1CCN(S(=O)(=O)c2ccccc2)CCCC(C(=O)N2CCCCCC2)CCN1 (stereo not drawn)	-18%
Cc1cc(C)n(-c2nnc(Nc3ccc(C(C)C)cc3)c3ccccc23)n1	?
O=C1CC(c2ccc(Cl)cc2)c2cc3c(cc2N1)OCCO3 (stereo not drawn)	3%
CCn1c(/C=C2\C(=O)N(C(C)C)c3ccccc32)nc2ccccc2c1=O	?
Cc1cnc(C(=O)NC2CC(c3nnc(CO)n3C3CC3)C2)[nH]1 (stereo not drawn)	-15%
O=C(c1cc(CC2(NCc3ccccc3Cl)COC2)no1)N1CCCCC1	?
COc1ccc(-c2cc(C(F)(F)F)nc(SCC(=O)Nc3ccc(C(C)=O)cc3)n2)cc1	?
Cn1cccc1C(=O)N1CCC(n2cc(-c3nc(-c4ccccc4)no3)nn2)CC1	-21%
Cc1ccc2c(c1)Oc1ccc(S(=O)(=O)N(C)c3ccccc3Cl)cc1C(=O)N2	-8%
More records.
SMILES	KDM5B inhibitor
Cc1cc(C(=O)N2CCC3(CC2)CC(N2CCN(c4ccccn4)CC2)CCO3)n[nH]1 (stereo not drawn)	-3%
NS(=O)(=O)c1cc(C(=O)Nc2ccc3c(c2)OCCCO3)ccc1Cl	6%
O=C(NCc1ccncc1)C(=O)NCC1OCCN1S(=O)(=O)c1ccc(F)cc1 (stereo not drawn)	4%
CCCNC(=O)c1ccc(Cn2c(SCC(=O)NC(C)C)nc3ccccc3c2=O)cc1	-7%
O=C(NC1CCN(c2cc(-c3cccs3)[nH]n2)C1)c1ccc(F)cc1F (stereo not drawn)	?
COc1ncc(C(=O)NCc2cccnc2N2CCN(C(C)=O)CC2)cn1	0%
Cc1nc(Cl)c2c(n1)NC(=O)CO2	11%
COc1ccc(C2=NS(=O)(=O)N(C)C(C(=O)N3CCN(c4ccc(F)cc4)CC3)=C2)cc1	-24%
CC(c1ccc(F)cc1)N1CCN(c2oc(-c3ccco3)nc2C#N)CC1 (stereo not drawn)	?
COc1cc(C(=O)N=c2sccn2C)c([N+](=O)[O-])cc1OC	-5%
CCc1nc(C)cn1S(=O)(=O)c1ccc(Cl)c(Cl)c1OC	9%
CCOC(=O)C1CCCN(C(=O)c2cccc(S(=O)(=O)N3CCCC3)c2)C1 (stereo not drawn)	20%
CCCCCCCCCC(=O)Nc1c(C)cc(C)cc1C	-7%
CC(C)C[C@@H]1N[C@H](C(=O)N2CCOCC2)Cc2cn(Cc3ccncc3)c3cccc1c23	6%[86.2 µM]
O=C(CSc1ccc2ccccc2n1)Nc1ccc2c(c1)CCC2	5%
CCOc1ccc(C(=O)NCc2nc(-c3ccc(Cl)cc3)no2)cc1OCC	-12%
Cc1cccc(C)c1NC(=O)CN1C(=O)c2ccccc2Sc2ncccc21	-1%
CCn1ccc(C(=O)N2CC(Oc3ccc(-c4nc(C)no4)cc3)C2)n1	4%
Cc1ccc(C(=O)N2CCCCC2)cc1NC(=O)c1nsc2ccccc12	-20%

Look-ups from above.
`CCOc1ccc(OCC)c(Nc2nc3ccc(C(=O)c4ccccc4)cc3n3cnnc23)c1` in KDM5B inhibitor: -13%
`CCCn1c(C)cnc1CCNC(=O)CC1CCN(C(C)=O)CC1` in KDM5B inhibitor: 1%
`Cc1cc(C(=O)N2CCC3(CC2)CC(N2CCN(c4ccccn4)CC2)CCO3)n[nH]1` (stereo not drawn) in KDM5B inhibitor: -3%
`CN(Cc1ccccn1)C(=O)CC(c1cccc(O)c1)c1ccccc1Cl` (stereo not drawn) in KDM5B inhibitor: 17%
`Cc1cc(C)c2oc(-c3cccc(NC(=O)c4cc5ccccc5o4)c3)nc2c1` in KDM5B inhibitor: -4%[11.5 µM]

High-throughput results from PubChem.
